# Screening data: PubChem BioAssay, National Center for Advancing Translational Sciences (NCATS)
# BAZ2B inh: qHTS Assay for Inhibitors of BAZ2B; Potency, µM (top dose mostly 114 µM), for the others: top-dose activity change, negative = inhibition, most hits filed as inhibitors; Bromodomain adjacent to zinc finger domain protein 2B (Homo sapiens), Q9UIF8; AID 504333, 2011; 360,000 compounds, 4.4% hits; AlphaScreen BAZ2B-H3K14Ac peptide displacement; note: potency is the fitted concentration of half-maximal effect; % is set by controls: 0 for no effect and ±100 for the full control effect; nearly all actives have a fitted effect of over 60% in size
#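 BAZ2B 50 nM plus b-H3(5-23)K14Ac 50 nM, PBS pH 7.4/0.01% Tween-20, 30 min RT; compound added (max 110 uM), 30 min RT; streptavidin donor/Ni-chelate acceptor beads 10 ug/mL final, 20 min dark; AlphaScreen read.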
# HP1b binding inh: HTS for Inhibitors of HP1-beta Chromodomain Interactions with Methylated Histone Tails; AlphaScreen HP1-beta / biotin-H3K9me3 peptide binding; Potency, µM (series often up to 114 µM), without a hit: at the top dose activity change, negative = inhibition, most hits filed as inhibitors; AID 540317, 2011; Chromobox protein homolog 1 (Homo sapiens), P83916; 390,000 compounds, 0.56% hits; note: potency is the fitted concentration of half-maximal effect; nearly all actives have a fitted effect of over 70% in size; inactives centre near 23
#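 HP1-beta protein (50 nM final) preincubated 30 min at room temperature with biotinylated H3(1-18)K9me3 peptide (50 nM) in PBS pH 7.4, 0.01% Tween-20, then compound added for 30 min. AlphaScreen streptavidin donor/nickel chelate acceptor beads (10 ug/mL final), 30 min dark, luminescence read.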
# GLS inhibitor: qHTS for Inhibitors of Glutaminase (GLS); Potency, µM (highest dose often 45.5 µM), for the others: at the top dose activity change, negative = inhibition, most hits filed as inhibitors; GLS enzymatic activity, qHTS titration; Glutaminase kidney isoform, mitochondrial (Homo sapiens), O94925; 410,000 compounds, 0.21% hits; note: potency is the fitted concentration of half-maximal effect; % is set by controls: 0 for no effect and ±100 for the full control effect
#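 Enzyme dispensed in phosphate buffer (45 mM, pH 8.2, 0.02% Tween-20), compounds pinned in, then 1 mM L-glutamine solution and the glutamate oxidase–HRP–Amplex Red mix added; fluorescence read immediately and again after 30 min at room temperature.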
# POLH inh: qHTS for Inhibitors of Polymerase Eta; DNA polymerase eta (Homo sapiens), Q9Y253; recombinant Pol eta, fluorescent DNA replication assay; Potency, µM (doses to about 114 µM), inactives show at the highest dose activity change, negative = inhibition, hits mostly inhibitors; 390,000 compounds, 1.2% hits; AID 588591, 2011; note: potency is the fitted concentration of half-maximal effect; % is set by controls: 0 for no effect and ±100 for the full control effect
#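 Pol eta (10 nM) was preincubated with compounds for 15 min at room temperature, after which fluorescent replication substrate (50 nM final) was added to start the reaction. Fluorescence was read kinetically at 0 and 10 min.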
# JMJD2A Tudor inh: qHTS Assay for Inhibitors of JMJD2A-Tudor Domain | AlphaScreen JMJD2A-Tudor / H3K4me3 peptide binding | Potency, µM (highest dose often 114 µM), without a hit: at the top dose activity change, negative = inhibition, usual class: inhibitors | 390,000 compounds, 4.4% hits | AID 504339, 2011; note: potency is the fitted concentration of half-maximal effect; % is set by controls: 0 for no effect and ±100 for the full control effect; nearly all actives have a fitted effect of over 50% in size
# Pin1 inh: qHTS Assay to Find Inhibitors of Pin1; Peptidyl-prolyl cis-trans isomerase NIMA-interacting 1 (Homo sapiens), Q13526; Pin1 FP peptide displacement, HiFluor488, 10 min; 390,000 compounds, 0.009% hits; Potency, µM (series often up to 115 µM), without a hit: at the highest dose activity, negative = inhibition, usual class: inhibitors; active = well fitted inhibition curve with a large enough effect in the polarisation, with a control signal flat, not every such curve was filed as active; inconclusive = small, poorly fitted or top-dose-only effect, or effect the other way, or a change in a side signal; inactive = no such curve, though single readings can be large or run the other way; the % refers to the polarisation; note: potency is the fitted concentration of half-maximal effect; % is set by controls: 0 for no effect and ±100 for the full control effect
# PI4K2A inh: qHTS for small molecular inhibitors of PI4K2A; purified PI4K2A, ADP-Glo luminescence, 1 h; active compounds read low; AID 1346378, 2018; 420,000 compounds, 0.13% hits; Phosphatidylinositol 4-kinase type 2-alpha (Homo sapiens), Q9BTU6; activity change, negative = inhibition, % at 76.9 µM; in the data active = activity change below about -50%; inconclusive = mostly about -30% to -49%;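 note: -100% = wells without enzyme as full effect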
#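 ADP-Glo luminescence measured ADP generated by PI4K2A enzyme (4 ug/mL before mixing) with 1.2 mM PI substrate (pre-mix) and 300 microM ATP (pre-mix). Tris pH7.5 buffer with MgCl2, Triton X-100; 1 h reaction at ambient temperature.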
# PGK inhibitor: qHTS Assay to Find Inhibitors of Phosphoglycerate Kinase; AID 602233, 2012; 380,000 compounds, 0.043% hits; PGK/GAPDH coupled, Kinase-Glo luminescence, 60 min; Potency, µM (doses to about 57.5 µM), for inactives: at the highest dose activity change, negative = inhibition, usual class: inhibitors; note: potency is the fitted concentration of half-maximal effect; % is set by controls: 0 for no effect and ±100 for the full control effect; nearly all actives have a fitted effect of over 60% in size
#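 Recombinant glycosomal PGK reaction used 1,3-bisphosphoglycerate generated in-well by GAPDH (100nM final) in 100mM TEA pH 7.6, 5mM MgCl2, 0.01% Tween-20. After 60 minutes at room temperature, ATP was read by Kinase-Glo Plus luminescence end-point.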
# G9a block: qHTS Assay for Inhibitors of Histone Lysine Methyltransferase G9a; 350,000 compounds, 8.8% hits; AID 504332, 2011; G9a H3K9 monomethylation, AlphaScreen, 2 h; Histone-lysine N-methyltransferase EHMT2 (Homo sapiens), Q96KQ7; Potency, µM (series often up to 102 µM), for inactives: at the top dose activity, negative = inhibition, actives largely listed as inhibitors; note: potency is the fitted concentration of half-maximal effect; % is set by controls: 0 for no effect and ±100 for the full control effect; nearly all actives have a fitted effect of over 75% in size
#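 G9a (20 nM) preincubated 15 min RT with compounds, then 500 nM biotinylated H3K9 peptide and 20 uM SAM added; 2 h RT reaction. Monomethyl-H3K9 product detected by AlphaScreen with anti-H3K9me1 antibody, streptavidin donor and anti-rabbit IgG acceptor beads.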
# * marks the source's active call; other numbers are inactive results; i = inactive; ? = inconclusive; · = not tested or not shown; & = joins results of further samples; [ ] = another dose, or the depositor's remark. Unless noted, calls come from the whole dose curve; as a rule, active = well fitted curve in the direction sought with a large enough effect; inconclusive = small, poorly fitted or top-dose-only effect, or another doubt; inactive = no such curve, though single readings can be large; an effect the other way counts as inactive or inconclusive. A portion of the library; the hit share may differ from the screen's.
BAZ2B inh,HP1b binding inh,GLS inhibitor,POLH inh,JMJD2A Tudor inh,Pin1 inh,PI4K2A inh,PGK inhibitor,G9a block,canonical_smiles
1%,38%,0%,-21%,-6%,8%,1,6%,-5%,COc1ccc(/C=C/C(=O)OCC(=O)Nc2cc(S(=O)(=O)N(C)C)ccc2Cl)cc1
·,15%[57 µM],9%,-10%,-8%,2%,4,-7%,·,O=C(Nc1cccc(S(=O)(=O)NC2=NCCC2)c1)c1ccccc1F
?,?,8%,-23%,?,2%,4,-1%,0%[59 µM],CCn1c2ccccc2c2cc(CN3CCN(S(C)(=O)=O)CC3)ccc21
7%,18%,3%,-8%,-12%,-5%,2,3%,?,CCC(OC(=O)CCc1nc2ccccc2[nH]c1=O)C(=O)c1ccccc1 (stereo not drawn)
5%,26%,-1%,-13%,-13%,38%[activator],-1,0%,9%[59 µM],COc1cc(NC(=O)COC(=O)/C=C/c2c(C)nn(-c3ccc(F)cc3)c2Cl)cc(OC)c1
-4%,15%,12%,-1%,-15%,0%,-1,-6%,10%,CCc1cc(=O)oc2c(C)c(OC(C)C(=O)N3CC[C@@]4(O)CCCC[C@H]4C3)ccc12 (stereo partly drawn)
?,-19%,0%,-6%,-7%,-10%,-7,-4%,-39%[2.33 µM],CC1(c2nnc(Cc3ccccc3)o2)CC(c2ccccc2[N+](=O)[O-])=NO1 (stereo not drawn)
1%,42%[activator],-3%,-10%,-5%,0%,6,i,·,CCOc1cc(C2NC(=O)c3ccccc3O2)ccc1OC (stereo not drawn)
0%,22%[57 µM],2%,-20%,-7%,16%,-1,-4%,3%[59 µM],CCn1ccc2cc(S(=O)(=O)N3CCC(C(=O)NCc4ccc(F)cc4)CC3)ccc21
·,·,2%,-11%,·,·,-8,-12%,·,CC(=O)N(C)C[C@@H]1Oc2ncc(Br)cc2C(=O)N([C@H](C)CO)C[C@@H]1C
-5%,29%,-2%,-5%,-2%,-3%,-4,-3%,-4%[2.33 µM],COc1cccc([C@@H]2CC=C(C(=O)O)CN2S(=O)(=O)c2ccc(C)cc2)c1
4%,20%,-2%,-8%,-20%,-2%,-2,-2%,11%,CC1(C)CC(=O)C2=C(C1)Oc1ncn(CCO)c(=N)c1C2c1ccccc1 (stereo not drawn)
-5%,24%,-5%,-13%,-9%,8%,4,11%,7%[12.7 µM],CCCCNC(=O)c1ccccc1NS(=O)(=O)c1ccc2c(c1)OCCO2
-25%,17%,-6%,-18%,-22%,4%,2,-8%,22%,CCOc1ccc(CCNC(=O)c2cc([N+](=O)[O-])ccc2N2CCOCC2)cc1OCC
6%,41%[activator],1%,?,-2%,34%[activator],-5,-9%,1%[2.33 µM],O=C(c1cc2ccccc2o1)N1CCN(S(=O)(=O)c2ccc(Cl)s2)CC1
-16%,35%,3%,-18%,-25%,2%,-3,-8%,-10%,CCNc1ccc(C(=O)OC(C(=O)NC(N)=O)C(C)C)cc1[N+](=O)[O-] (stereo not drawn)
?,?,50%[activator],-14%,?,0%,0,·,25µM*,COc1ccc(N2CCN(S(=O)(=O)c3ccc(OC)cc3)CC2)cc1
1%,33%,3%,-14%,-4%,-4%,0,-3%,-29%[59 µM],Cc1ccc(CSc2c(C)cnc3c2c(=O)n(C)c(=O)n3C)cc1
6%,29%,-4%,-9%,-2%,1%,-2,-10%,6%[59 µM],Cc1c(Cl)cccc1NC(=O)COC(=O)c1ccc(CN2CCCC2=O)cc1
8%,30%,2%,-14%,-11%,-1%,-2,0%,-4%,Cc1ccsc1C(C(=O)NC1CCCCC1)N(C(=O)c1csnn1)C1CC1 (stereo not drawn)
·,31%[activator],-2%,1%,-6%,0%,-2,-7%,·,CC(=O)C[C@@H](O)CC(=O)[C@@H]1OC(=O)[C@H](C)CCCCc2ccccc21
-12%,29%,10µM*,-23%,-7%,-4%,3,0%,14%,COc1cc(/C=N/Nc2cc(C)nc(N)n2)ccc1O
6%,28%,-16%,-10%,-4%,0%,5,i,-6%[59 µM],CCOC(=O)n1n[n+]([O-])c2ccccc21
-5%,24%,0%,-5%,-12%,1%,0,9%,12%[59 µM],CCOC(=O)Cc1csc(NC(=O)c2csc(C)c2)n1
·,19%[57 µM],2%,-20%,2%,3%,-4,-5%,·,COc1ccc(CC(=O)Nc2ccc(F)c(S(=O)(=O)N3CCOCC3)c2)cc1

# Next part
BAZ2B inh,HP1b binding inh,GLS inhibitor,POLH inh,JMJD2A Tudor inh,Pin1 inh,PI4K2A inh,PGK inhibitor,G9a block,canonical_smiles
-7%,42%[activator],-1%,-5%,-5%,2%,3,-3%,14%,CCC(CC)c1ncc[nH]1
-7%,79%[activator],0%,-23%,-18%,?,-6,i,·,Cc1cccc(-c2ncc(CN3CCCC(CO)(Cc4ccccc4C)C3)cn2)c1 (stereo not drawn)
6%,13%,32%[activator],2%,-18%,-1%,6,-3%,?,O=C(NCCN1CCN(c2ccccc2)CC1)c1ccc(NC(=O)C2CCCO2)cc1 (stereo not drawn)
-38%,-1%,-9%,-11%,?,0%,0,2%,-16%[59 µM],Cc1ccc(OCCCCn2ccnc2)c(Cl)c1
·,·,-1%,-16%,·,·,0,3%,·,CN(CC(=O)Nc1ccc(Cl)c(C(F)(F)F)c1)S(=O)(=O)c1cnc[nH]1
6%,32%,-17%,-15%,-4%,7%,3,-3%,-4%[59 µM],CCOc1ccccc1NC(=O)CCN(c1ccc(C)cc1)S(=O)(=O)c1ccccc1
1%,-5%,0%,-2%,-8%,-5%,2,0%,2%,Cc1ccccc1Cc1c(C)nc2nc(SCC(=O)NCCCN3CCCCC3)nn2c1C
3%,5%,1%,-9%,-7%,-5%,5,i,22%[59 µM],Cc1ccsc1C(=O)NCc1ccc(F)cc1
-10%,30%,3%,-20%,-5%,4%,2,2%,-6%,Cc1ccccc1N1CCN(C2CCCN(C(=O)c3ccsc3)C2)CC1 (stereo not drawn)
10%,25%[57 µM],0%,10%,0%,?,3,-5%,-15%[59 µM],Cc1c(-c2ccccc2)c(=O)oc2c(CN3CCOCC3)c(O)ccc12
-2%,14%,-1%,?,0%,27%,-5,1%,12%[59 µM],COc1ccccc1NC(=O)N(Cc1cccs1)Cc1cc2cc3c(cc2[nH]c1=O)OCO3
?,42%,6%,?,?,6%,-7,-6%,?,N#C/C(=C\c1ccc(OCc2ccc(C(=O)O)cc2)cc1)C(=O)NCc1ccccc1
4%,39%,7%,-19%,-4%,-9%,8,-4%,3%[59 µM],Fc1ccc(CNC(=S)Nc2ccccc2Cl)cc1
0%,39%[activator],7%,-13%,11%,-2%,-6,i,23%[59 µM],O=C(NCc1ccccc1Cl)c1ccc2oc(=O)n(Cc3ccccc3)c2c1
-2%,22%,0%,0%,-2%,0%,-2,-6%,3%[59 µM],Cc1cnc(NC(=O)CSc2nnc3ncccn23)s1
5%,15%,7%,-8%,-5%,-2%,-1,-1%,4%[59 µM],COc1ccc(C2=NN(CCC(=O)NCc3ccc4c(c3)OCO4)C(=O)CC2)cc1
-3%,21%,0%,-12%,-16%,-1%,-2,-3%,2%[12.7 µM],CCCCC(=O)NC1(C(F)(F)F)C(=O)N(Cc2ccco2)C(C)=C1C(=O)OC (stereo not drawn)
-5%,35%,-1%,-24%,1%,0%,1,-2%,9%[12.7 µM],Cc1ccc(Cn2ccc(NC(=O)c3noc4c3CCCCC4)n2)cc1
13%,20%,7%,-3%,-17%,-9%,-3,4%,-17%,CCC(C)NC(=O)C(NS(=O)(=O)c1ccc2c(c1)c(=O)n(C)c(=O)n2C)c1ccccc1 (stereo not drawn)
·,44%[activator],3%,-21%,-5%,4%,0,1%,·,O=C(CC1SC(N2CCOCC2)=NC1=O)Nc1cccc(C(F)(F)F)c1 (stereo not drawn)
-4%,14%,-22%,-5%,-15%,13%,0,-2%,5%[2.33 µM],O=C(CN1CCN(c2ccccc2)CC1)c1c[nH]c2ccccc12
-12%,0%,1%,0%,0%,1%,5,4%,-25%,COc1ccc(NC(=O)CNC(=O)Cc2ccccc2)cc1
10%&-13%,22%&17%,3%&-9%,?,-10%&-17%,-1%&0%,1&3,-2%,3%,CN(C(=O)CCS(=O)(=O)c1cc2c(cc1Cl)NC(=O)CO2)C1CCCCC1
·,·,-6%,-18%,·,·,-8,-8%,·,CSc1ncnc2c1ncn2CCCNCc1cccc2ccccc12
·,·,9%,-17%,·,·,-2,-11%,·,O=C(O)C(=Cc1ccc([N+](=O)[O-])cc1)c1cccc(Cl)c1
20%,5%,2%,-4%,1%,10%,-4,-1%,-23%,CCN(CC(=O)Nc1ccccc1C(F)(F)F)C(=O)Cc1sc(C)nc1-c1ccc(F)cc1
-12%,11%,2%,8%,-3%,4%,0,-2%,-2%,CC(=O)Nc1cccc(C(=O)OCC(=O)NC(C)c2ccc(F)cc2)c1 (stereo not drawn)
